HepG2 tox: qHTS for Inhibitors of TGF-b: Cytotox Counterscreen | HepG2 CAGA-GFP viability, ATP luminescence, 18 h | Potency, µM (doses to about 46.1 µM), for inactives: top-dose activity change, negative = cytotoxicity, usual class: cytotoxic | 410,000 tested, 0.76% active; also: potency is read from the fitted curve at half-maximal effect; some results filed as inactive show a strong effect at the top dose
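CellTiter-Glo luminescence gave cytotoxicity after 18 hours at 37 degrees C. The cells were HepG2 CAGA-GFP in 1% FBS DMEM, stimulated with 500 pg/mL TGF-beta after compound addition. %Activity was normalised to no-cell wells (complete cell-killing) and DMSO (no toxicity), and curves were fitted and classified.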
A549 viability: Nrf2 qHTS screen for inhibitors: counterscreen for cytotoxicity. A549 ARE-Fluc cells, CellTiter-Fluor viability, 18-24 h. AID 504648, 2011. 390,000 tested, 0.16% active. Potency, µM (doses to about 46 µM), for inactives: at the highest dose activity change, negative = cytotoxicity, hits mostly inhibitors; also: potency is read from the fitted curve at half-maximal effect; % is scaled to controls: 0 for no effect and ±100 for the full control effect
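A549 ARE-Fluc cells in 5% FBS OPTI-MEM, 5000 cells/well, rested 2 h then exposed to compounds in concentration-response for 18-24 h at 37 °C. Viability by CellTiter-Fluor fluorescence (Ex 405/Em 525) after 30 min; luciferase luminescence (BugLite, 15 min, RT) read afterwards.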
S2 tox: Viability Counterscreen for Primary qHTS for Inhibitors of ATXN expression | S2 cells (HEK-293 line with an ATXN2-luciferase reporter) viability, CellTiter-Fluor protease fluorescence, 24 h | Potency, µM (highest dose often 56.7 µM), most hits filed as cytotoxic | AID 651635, 2014 | 400,000 tested, 0.49% active; also: potency is read from the fitted curve at half-maximal effect; nearly all actives have a fitted effect of over 40% in size
Nrf2 ARE act: qHTS of Nrf2 Activators; 410,000 tested, 0.31% active; AID 624171, 2012; AREc32 ARE-luciferase reporter (MCF7-derived line), luminescence, 24 h; Potency, µM (top dose mostly 46.1 µM), without a hit: at the highest dose activation, actives largely listed as activators; also: potency is read from the fitted curve at half-maximal effect; % of control where 0% means no effect; nearly all actives have a fitted effect of over 65% in size
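Luminescent ARE reporter assay in AREc32_Fluc cells: overnight plating at 37 deg C, 24 hr compound incubation, Steady-Glo added, 30 min RT before reading.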
TGFb SMAD3 inh: qHTS for Inhibitors of TGF-b | 410,000 tested, 1.2% active | Potency, µM (titrated, usually from 46.1 µM), for the others: at the top dose activity, negative = inhibition, usual class: inhibitors | HepG2 CAGA-GFP TGF-b/SMAD3 reporter, GFP fluorescence, 18 h; TGF-beta stimulated, 500 pg/mL final; also: potency is read from the fitted curve at half-maximal effect; % is scaled to controls: 0 for no effect and ±100 for the full control effect; nearly all actives have a fitted effect of over 65% in size
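Using HEPG2 CAGA-GFP reporter cells at 1000 cells/well, we pinned test compounds, stimulated with recombinant TGF-beta (500 pg/mL final) and measured total well GFP after 18 h.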
Nrf2 inh: Nrf2 qHTS screen for inhibitors | 360,000 tested, 2.1% active | A549 ARE-Fluc reporter, luciferase luminescence, 18-24 h | Potency, µM (doses to about 46 µM), inactives show at the highest dose activity change, negative = inhibition, usual class: inhibitors; also: potency is read from the fitted curve at half-maximal effect; % is scaled to controls: 0 for no effect and ±100 for the full control effect; nearly all actives have a fitted effect of over 60% in size
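A549 ARE_Fluc cells, 5000/well, 5% FBS OPTI-MEM; compounds in dose-response, 18-24 h at 37 °C/5% CO2; CellTiter-Fluor viability read (Ex 405/Em 525), then BugLite luciferase luminescence = Nrf2 activity.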
EPAC2 ag: qHTS for Agonist of cAMP-regulated guanine nucleotide exchange factor 4 (EPAC2): primary screen | 360,000 tested, 0.079% active | Rap guanine nucleotide exchange factor 4 (Homo sapiens), Q8WZA2 | Potency, µM (doses to about 154 µM), for inactives: top-dose activation, most hits filed as activators | EPAC2 activation, biochemical qHTS; response scale: 100% = 6.5 mM cAMP response; also: potency is read from the fitted curve at half-maximal effect; nearly all actives have a fitted effect of over 50% in size
Target sequence (Q8WZA2 whole entry, looked up): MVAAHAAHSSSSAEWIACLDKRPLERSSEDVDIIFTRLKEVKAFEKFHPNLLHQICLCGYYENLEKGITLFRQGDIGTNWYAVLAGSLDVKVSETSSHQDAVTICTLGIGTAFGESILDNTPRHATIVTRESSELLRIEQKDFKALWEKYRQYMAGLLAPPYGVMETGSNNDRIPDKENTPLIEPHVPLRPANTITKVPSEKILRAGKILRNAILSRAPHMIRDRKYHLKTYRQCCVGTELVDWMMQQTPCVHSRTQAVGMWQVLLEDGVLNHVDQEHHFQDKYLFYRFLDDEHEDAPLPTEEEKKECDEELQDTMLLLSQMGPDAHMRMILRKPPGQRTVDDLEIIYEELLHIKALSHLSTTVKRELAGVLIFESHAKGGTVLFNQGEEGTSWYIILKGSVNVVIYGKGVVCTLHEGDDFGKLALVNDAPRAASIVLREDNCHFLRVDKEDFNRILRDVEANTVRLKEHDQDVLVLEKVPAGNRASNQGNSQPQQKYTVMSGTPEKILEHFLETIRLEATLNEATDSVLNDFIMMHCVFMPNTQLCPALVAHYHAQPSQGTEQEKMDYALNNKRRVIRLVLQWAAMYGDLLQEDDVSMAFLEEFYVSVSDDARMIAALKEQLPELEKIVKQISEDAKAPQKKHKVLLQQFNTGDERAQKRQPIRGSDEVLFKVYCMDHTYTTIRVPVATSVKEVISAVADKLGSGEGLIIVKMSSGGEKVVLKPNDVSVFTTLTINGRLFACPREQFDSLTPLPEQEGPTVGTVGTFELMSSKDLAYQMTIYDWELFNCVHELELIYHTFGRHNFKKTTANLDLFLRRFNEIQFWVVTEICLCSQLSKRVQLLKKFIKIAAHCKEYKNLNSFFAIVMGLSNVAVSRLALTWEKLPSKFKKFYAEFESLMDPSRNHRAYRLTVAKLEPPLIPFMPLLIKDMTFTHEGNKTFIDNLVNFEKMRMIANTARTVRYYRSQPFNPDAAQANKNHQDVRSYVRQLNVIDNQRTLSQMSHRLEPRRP
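Setup: EPAC2 100 nM, labeled Rap1B complex 250 nM, free GDP 50 uM. Compound titrations pinned in, brief spin, 5 min room temperature incubation. Kinetic fluorescence read over 30 min, normalized to 6.5 mM cAMP.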
ATXN2 expr inh: Primary qHTS for Inhibitors of ATXN expression | HEK-293 ATXN2-luciferase reporter, luminescence, 24 h | Potency, µM (highest dose often 57 µM), for the others: at the highest dose activity change, negative = inhibition, actives largely listed as inhibitors | 360,000 tested, 0.72% active | AID 1745845, 2022; also: potency is read from the fitted curve at half-maximal effect; % is scaled to controls: 0 for no effect and ±100 for the full control effect; nearly all actives have a fitted effect of over 55% in size
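qHTS (up to 57 uM final) was run with 24 h compound exposure of reporter cells at 37 °C. Each well was multiplexed: SteadyGlo luminescence measured ATXN2-luciferase expression after a fluorogenic Gly-Phe-AFC viability readout (25 uM final).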
IL-2 act: qHTS of IL-2 Activators; IL-2 activation reporter assay, cell-based qHTS; stimulated with anti-CD3/CD4/CD28 beads; in transgenic mouse T cells; activation, % (series mostly up to about 46 µM); 360,000 tested, 0.065% active; AID 652025, 2013; in the data active = activation above about 50%; inconclusive = mostly about 30% to 49%; also: 0% is about no effect
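Readout: EGFP and DsRed signals by fluorescent plate cytometry. Unstimulated transgenic mouse T cells received compound 60 min before antibody-bead stimulation, then incubated 18 h at 37 degrees C.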
* hit, by the source's call; i = inactive; ? = inconclusive; . = no result given; & = joins results of further samples; [ ] = another dose, or the depositor's remark. Unless noted, calls follow the shape of the dose curve; as a rule, active = well fitted curve in the direction sought with a large enough effect; inconclusive = small, poorly fitted or top-dose-only effect, or another doubt; inactive = no such curve, though single readings can be large; an effect the other way counts as inactive or inconclusive.

mol	HepG2 tox	A549 viability	S2 tox	Nrf2 ARE act	TGFb SMAD3 inh	Nrf2 inh	EPAC2 ag	ATXN2 expr inh	IL-2 act
O=C(OCc1ccccc1)N1CCC2CC1c1cc(Cl)ccc12 (stereo not drawn)	-34%	14%	i	9.3%	?	19%	-1%	43%[activator]	-0.8
O=C(Nc1cccc(NC(=O)c2ccco2)c1)c1cnccn1	0%	-2%	i	11%	-2%	-20%	-1%	1%	-1.3
OCCN1CCN(C(=S)c2ccc(-c3ccccc3)cc2)CC1	-5%	0%	i	-1.5%	2%	?	8%	?	-1.1
O=C1CC(c2ccccc2)c2c(n3ncnc3[nH]c2=O)N1 (stereo not drawn)	12%	-11%	i	0.2%	24%	.	.	6%	.
CCOc1ccccc1N(C(=O)CNC(=O)c1ccco1)C(C(=O)NC(C)(C)C)c1ccncc1 (stereo not drawn)	-1%	0%	i	-0.9%	0%	5%	0%	-15%	-1.3
C#CC(CC)(CC)NC(=S)Nc1cccc(C(C)=O)c1	-19%	-6%	i	2.4%	0%	-22%	13%	-20%	-0.7
C=CCON1C(=O)C(=O)N(OCC=C)[C@H]2CCCC[C@H]21	-2%	0%	i	-0.6%	4%	6%	8%	.	2.8
Cc1c(NC(=O)c2cc(=O)c3cc(Cl)ccc3o2)c(=O)n(-c2ccccc2)n1C	-16%	0%	i	-0.3%	1%	-17%	.	-22%	.
Cc1cc(C)cc(NC(=O)NCCc2c(C)nn(C)c2C)c1	12%	6%	i	0.4%	-4%	.	.	5%	.
COc1ccc2occ(C(=O)c3cccs3)c2c1	-35%	-1%	i	10µM*	-6%	?	21%	71%[activator]	0.7
CC(C)CNC(=O)C(=O)Nc1ccc2c(c1)N(S(=O)(=O)c1cccs1)CCC2	-7%	6%	i	3.9%	18%	-1%	4%	19%	-3.7
Cc1ccc(OC(=O)c2c(C)nn(-c3ccccc3)c2C)cc1	-23%	5%	i	6.0%	-1%	?	16%	42%[activator]	-1.2
CCOC(=O)CC(=O)CSc1nc2c(c(-c3cccs3)c1C#N)CCC2	0%	9%	i	4.6%	13%	?	4%	.	-1.3
COC(=O)c1ccc(N)c(N=CC2=C(O)CC(C)(C)CC2=O)c1	1%	-12%	i	26%	0%	11%	-8%	62%[activator]	4.3
COc1cccc(N2CCN(c3ncnc4c3c(-c3ccccc3)cn4-c3ccc(F)cc3)CC2)c1	-4%	8%	.	-1.1%	1%	.	.	.	.
CCCCC1C(C#N)=C(C)NC2=C1C(=O)CC(C)(C)C2 (stereo not drawn)	-19%	2%	i	0.5%	-4%	-17%	0%	-4%	0.6
CCN1C(=O)[C@H]2[C@@H](c3ccc(-c4ccc5c(c4)OCO5)c(OC)c3)N[C@@](Cc3ccccc3)(C(=O)OC)[C@H]2C1=O	-1%	-4%	i	-0.8%	?	-8%	7%	-10%	-4.4
COC(=O)CN1C(=S)N(c2ccc(OC)cc2)C(=O)C1CC(=O)Nc1ccc(F)cc1 (stereo not drawn)	-7%	5%	i	0.2%	-1%	-1%	-3%	-18%	-0.7
Fc1ccc(CSc2ccc3nnc(-c4ccccn4)n3n2)cc1	-21%	-7%	i	0.4%	0%	?	-2%	-10%	-0.8
Cc1ccccc1N1C(S)=C(C#N)C(=O)NC1c1ccco1 (stereo not drawn)	-25%	7%	i	7.5%	-15%	9%	4%	-20%	-0.5
C#CCOCCOCCOCCNc1nc(N2CCOCC2)nc(N2CCN(C(=O)CCCCCCCCCCNC(=O)[C@@H](CCC(=O)O)n3cc(CCCCCN)nn3)CC2)n1	-2%	3%	i	-0.4%	-21%	9%	0%	2%	-0.6
Clc1cccc(NCc2nnc(SCc3ccc(Cl)cc3Cl)o2)c1	-33%	-6%	i	5.8%	?	-19%	-82%[inhibitor][15.6 µM]	-16%	-0.7
CC(C)NC(=O)N1CCN(c2ccncc2S(=O)(=O)N2CCCCC2)CC1	-10%	-2%	i	0.0%	-11%	-9%	8%	-1%	-2.2
COc1ccc2sc(-c3ccccc3OC)c(-c3ccc(SC)cc3)c2c1	.	.	i	-0.5%	.	.	6%	16%	0.4
CCOC(=O)c1c(C)[nH]c(C)c1C(=O)COC(=O)c1cc(OC)c(OC)cc1OC	12%	-8%	i	3.0%	1%	-3%	-5%	11%	-0.4
CCN(CC)CCn1nc2c3c(cccc3c1=O)-c1ccccc1-2	-9%	13µM*	?	-1.7%	?	?	4%	10µM*	-0.5
CCCC[C@H]1C2=C3[C@@H](CC(C(=O)OC)=C[C@@H](C(=O)OC)[C@H]3C(C)(C)C2=O)n2c(=O)n(C)c(=O)n21	-49%	1%	.	.	-3%	18%	.	.	.
CC(O)(c1ccc(F)c(F)c1)c1nc(-c2cccc3cccnc23)cs1 (stereo not drawn)	-16%	.	i	1.3%	-5%	.	20%	-4%	-0.7
CC(C)c1ccc(-c2c(C#N)c(N)nc(SCC(=O)N3CCCCC3)c2C#N)cc1	-4%	?	?	-0.8%	?	?	8%	?	2.3
CN(C)c1ccc(NC(=O)Nc2ccc3c(c2)c(=O)n(C)n3Cc2ccccc2)cc1	-15%	.	i	0.4%[9.22 µM]	-2%	.	13%	-1%	0.9
N#CC(c1ccccc1)c1ccc2c(C(F)(F)F)cc(C(F)(F)F)nc2n1 (stereo not drawn)	-36%	?	?	?	?	26µM*	-8%	?	-0.7
COC(=O)c1cc(S(=O)(=O)N2CCCCC2)ccc1N1CCOCC1	-4%	-4%	i	-0.3%	0%	1%	-1%	3%	-3.0
CCOC(=O)N1CCN(C(=O)Nc2cccc3ccccc23)CC1	-39%	-4%	i	0.5%	6%	2%	4%	-7%	-0.3
C[C@H]1CN([C@@H](C)CO)S(=O)(=O)c2ccc(Br)cc2O[C@H]1CN(C)Cc1ccc(F)cc1	-32%	.	?	0.1%	-11%	.	6%	?	2.3
O=C(NNC(=O)c1ccc(O)cc1O)c1ccc(-c2ccccc2)cc1	-19%	1%	?	-0.3%	-6%	1%	7%	.	2.5
COc1ccc(CCNC(=O)C2CC(=O)N(c3ccc(C(C)(C)C)cc3)C2)cc1OC (stereo not drawn)	-12%	6%	i	-0.4%	?	-23%	-8%	10%	0.6
CC1CCCCN1S(=O)(=O)c1ccc(C(=O)Nc2nnc(-c3ccccc3Cl)o2)cc1 (stereo not drawn)	6%	?	i	-0.1%	-22%	5.2µM*	17%	?	-0.3
Cc1c(NC(=O)CSc2nc3ccccc3c(=O)n2C(C)C)c(=O)n(-c2ccccc2)n1C	8%	4%	i	-0.3%	8%	11%	6%	5%	2.2
CCCn1c(C2CC(=O)N(c3cc(OC)ccc3OC)C2)nc2ccccc21 (stereo not drawn)	-13%	10%	i	-0.2%	0%	-23%	-1%	-7%	-4.0
Cc1ccc(NC(=O)c2ccc(=O)n(CC(=O)Nc3ccccc3)n2)cc1	20%&3%	-1%&11%	i	-0.2%&0.5%	16%&26%	-2%	1%	-2%	-0.5
Cc1ccc(NC(=O)Nc2ccc(F)cc2)cc1Cl	-5%	-1%	i	2.5%	-7%	?	13%	8%	-0.5
Cc1cccc(N/N=C2/COC(C)(C)CC2=O)c1	8%	-2%	i	3.6%	22%	6%	1%	.	-2.2
COc1ccc(N(C(=O)c2snc(C(N)=O)c2N)C(C(=O)NC2CCCC2)c2ccco2)cc1 (stereo not drawn)	0%	-17%	?	0.0%	13%	-15%	-2%	6%	-0.1
CCCOc1ccc(/C=C/C(=O)Nc2ccc([N+](=O)[O-])cc2C)cc1OC	0%	-1%	?	0.1%	29%	1%	-8%	?	-4.0
Cc1ccc(OCC(=O)Nc2ccc(C(=O)OCc3cc(=O)n4c(C)csc4n3)cc2)cc1	-16%	-7%	.	0.1%	-3%	.	.	.	.
CCOC(=O)/C(C(N)=NCCO)=C(/O)c1ccccc1	-2%	?	i	0.2%	19%	2%	6%	1%	0.3
CCOC(=O)C1CCN(C(=O)COC(=O)CNS(=O)(=O)c2ccc(SC)c([N+](=O)[O-])c2)CC1	-24%	-9%	i	2.7%	?	-11%	5%	-10%	-3.9
O=C(Nc1nccs1)C1Cc2ccccc2CN1S(=O)(=O)c1ccc(F)cc1 (stereo not drawn)	-26%	0%	i	5.7%	1%	?	14%	1%	-1.4
COc1ccc(OC)c(NC(=O)CSc2nnc(Cn3c(=O)sc4ccccc43)n2C)c1	-5%	0%	i	0.0%	0%	-3%	9%	-3%	-2.4
COc1ccc2ccc(O)c(CN3CCN(S(=O)(=O)c4cccc(C(F)(F)F)c4)CC3)c2c1	-15%	-1%	i	?	?	-2%	12%	9%	1.1
O=C(NC1CCCC1)c1ccc(CS(=O)Cc2ccccc2Cl)o1 (stereo not drawn)	4%	0%	i	0.0%	19%	-16%	3%	-3%	-0.6
CCc1ccccc1NC(=O)CSc1ncc(S(=O)(=O)c2ccccc2)c(=O)[nH]1	-34%	0%	i	-2.3%	5%	14%	.	1%	.

2 entries drawn at random from those above:
mol	HepG2 tox	A549 viability	S2 tox	Nrf2 ARE act	TGFb SMAD3 inh	Nrf2 inh	EPAC2 ag	ATXN2 expr inh	IL-2 act
COc1ccc2ccc(O)c(CN3CCN(S(=O)(=O)c4cccc(C(F)(F)F)c4)CC3)c2c1	-15%	-1%	i	?	?	-2%	12%	9%	1.1
COc1ccc(OC)c(NC(=O)CSc2nnc(Cn3c(=O)sc4ccccc43)n2C)c1	-5%	0%	i	0.0%	0%	-3%	9%	-3%	-2.4

High-throughput results deposited in PubChem by National Center for Advancing Translational Sciences (NCATS).
